From PubChem
Pf apPOL block = Pf-apPOL DNA polymerase inhibition | Recombinant Pf-apPOL, molecular beacon fluorescence, 1.5 h | inhibition, % at 10 µM | actives 0.25% (n = 210,000) | AID 1794808
mHTT-CaM PPI inh = mHTT-calmodulin interaction abrogation. AlphaScreen His-mHTT/GST-CaM binding, luminescence. inhibition, % at 15 µM. actives 3.6% (n = 190,000). P42858;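 also: 0% = both proteins with DMSO and 100% = one protein alone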
The depositor's hits bear a star; · = not tested or not shown. Rule as the data show it: active = inhibition above about 50%; inactive = the rest.

SMILES | Pf apPOL block | mHTT-CaM PPI inh
CCCNC(=O)c1cnc(-c2ccccc2)nc1N1CCSCC1 | -6 | 0
CC(=O)N1CCc2cc(N3CC(C(=O)Nc4cccc(C)c4C)CC3=O)ccc21 (stereo not drawn) | -2 | -1
Cc1ccc(S(=O)(=O)N=C2C=CC(=O)c3ccccc32)c(C)c1 | 4 | 86*
Cc1ccc(C(=O)NCCc2nc3ccccc3[nH]2)cc1[N+](=O)[O-] | -2 | 2
O=[N+]([O-])c1cccc(C=NN=Cc2cccc([N+](=O)[O-])c2)c1 | 3 | ·
COc1ccc(NC(=O)CN2C(=O)NC3(CCC(C)CC3)C2=O)c(OC)c1 (stereo not drawn) | -8 | 4
O=C(CCn1nnc2ccccc2c1=O)N1CCN(Cc2ccsc2)CC1 | -6 | -3
O=C(Nc1cccc(F)c1)N1CCC2(CC1)Nc1cccnc1NC2=NCc1ccccc1 | -9 | 99*
CCCCOc1ccc(C2=N/C(=C/c3ccc4c(c3)OCO4)C(=O)O2)cc1 | -9 | -2
CCCc1ccc(S(=O)(=O)N2CCC(c3nc4ccncc4n3C)C2)cc1 (stereo not drawn) | -5 | 7
COc1cccc(N2CC(C(=O)N3CCC(Cn4nc(C)cc4C)CC3)CC2=O)c1 (stereo not drawn) | -8 | -7
O=C(Nc1nc(-c2ccc(Cl)cc2)cs1)c1ccc(Br)o1 | 5 | 3
Cc1cc(C)n(NC(=O)CCn2ncc(Br)c2C)c(=O)c1 | · | 7
CCc1nc2cc(-c3noc(-c4ccncc4)n3)ccc2o1 | 1 | -15
CC(C)C(=O)Nc1ccc2c(c1)C(N1CCN(C(C)C)CC1)=Nc1ccccc1O2 | 0 | 20
C/C(Nc1cccc(C)n1)=C(/C#N)C(N)=O | 1 | -11
O=C(CSc1nnc2ccc3ccccc3n12)c1ccc(Cl)cc1 | -4 | 0
Cc1ccc(-c2csc(=Nc3ccccc3)n2CCCN(C)C)cc1 | 4 | 73*
COc1cccc(C(=O)N2CCCC3(C2)Nc2ccccc2NC3=NC(C)(C)C)c1OC (stereo not drawn) | -1 | 21
COC(=O)COc1ccc2c(c1C)OC(=Cc1ccc(OC)c(OC)c1)C2=O | 2 | -1
COc1cccc(/C=C2\C(=O)NN(c3ccccc3)C2=O)c1OC | -7 | 6
COc1ccccc1C(=O)NC1CCN(c2cc(C)cc(C)c2)C1=O (stereo not drawn) | -4 | -8
CCOc1ccc(Nc2cc(C)nc(N3CCOCC3)n2)cc1 | -5 | 5
Cc1c(C(=O)N2CCC3(CC2)OCCO3)sc2ncn(Cc3cccc(F)c3)c(=O)c12 | -8 | 9
Cc1cccc(C)c1OCc1noc(-c2ccccc2)n1 | -2 | -31
Cc1ccccc1OCCOCCN1CCN(C)CC1 | -3 | 6
C=CCNC(=O)Cc1ccc([N+](=O)[O-])cc1 | -9 | 0
O=C(Nc1cc(Br)ccc1O)c1noc2c1CCCCC2 | -2 | -5
Cc1cccc(NS(=O)(=O)c2ccc(Cl)cc2)c1 | 1 | -11
Cc1ccc(NC(=O)CN2CCC(c3nc(-c4ccc(F)cc4)no3)CC2)c(Cl)c1 | -4 | -4
CC(=O)c1ccc(NC(=O)c2cc3cc(Br)cc(Br)c3oc2=O)cc1 | 2 | 0
Cc1ccc(C)c2[nH]c(=O)c(CCNC(=O)C34CC5CC(CC(C5)C3)C4)cc12 | -1 | -6
CC1([N+](=O)[O-])COC2(OC1)C(=O)Nc1ccccc12 (stereo not drawn) | -11 | 1
COC(=O)c1c(-c2c(Cl)cccc2Cl)noc1NC(=O)N(C)C | -7 | ·
COc1ccccc1NC(=O)c1ccc(N2CCCC2)nn1 | -4 | 0
Cc1cc(C)c2oc(-c3cccc(N)c3)nc2c1 | -4 | 28
N#Cc1ccc(N2CCCC2)c(C#N)c1Cl | 0 | ·
COc1ccc(OC)c(C=C2Oc3cc(OCC(C)=O)ccc3C2=O)c1 | -8 | -2
O=C1C(=Cc2ccncc2)Oc2cc(OS(=O)(=O)c3ccccc3)ccc21 | 6 | 7
Nc1csc2cc(C(F)(F)F)cc(Cl)c12 | -16 | ·
COCCNS(=O)(=O)c1ccc(C)c(C)c1C | 1 | 2
O=C(O)c1ccc2c(c1)NC(=O)C(N1CCCC1)S2 (stereo not drawn) | 32 | 5
NCCOC12CC3CC(CC(C3)C1)C2 | · | -8
Cc1ccc(NC(=O)C2CCCN(C(=O)c3ccc(Cl)cc3)C2)c(C)c1 (stereo not drawn) | 0 | 27
CN1CCN(S(=O)(=O)c2cc([N+](=O)[O-])ccc2N2CCC(C(N)=O)CC2)CC1 | -1 | 2
O=C1CCCC2=C1C(c1cccs1)C1=C(N2)c2ccccc2C1=O (stereo not drawn) | 2 | 31
CS(=O)(=O)N1N=C(c2ccc(Cl)cc2)CC1c1ccco1 (stereo not drawn) | -7 | 7
CC(C)N(C)C(=O)C1CC(=O)N(c2ccccc2)C1 (stereo not drawn) | -4 | -3
CC(=O)Nc1ccc(NC(=O)C(C)Oc2ccccc2F)cc1 (stereo not drawn) | -3 | -1
COCCN=C1Nc2ccccc2NC12CCCN(C(=O)Cc1cccc(OC)c1)C2 (stereo not drawn) | -3 | 39

For reference, 17 of the compounds above.
SMILES | Pf apPOL block | mHTT-CaM PPI inh
CC1([N+](=O)[O-])COC2(OC1)C(=O)Nc1ccccc12 (stereo not drawn) | -11 | 1
COC(=O)c1c(-c2c(Cl)cccc2Cl)noc1NC(=O)N(C)C | -7 | ·
COc1ccccc1NC(=O)c1ccc(N2CCCC2)nn1 | -4 | 0
Cc1cc(C)c2oc(-c3cccc(N)c3)nc2c1 | -4 | 28
N#Cc1ccc(N2CCCC2)c(C#N)c1Cl | 0 | ·
COc1ccc(OC)c(C=C2Oc3cc(OCC(C)=O)ccc3C2=O)c1 | -8 | -2
O=C1C(=Cc2ccncc2)Oc2cc(OS(=O)(=O)c3ccccc3)ccc21 | 6 | 7
Nc1csc2cc(C(F)(F)F)cc(Cl)c12 | -16 | ·
COCCNS(=O)(=O)c1ccc(C)c(C)c1C | 1 | 2
O=C(O)c1ccc2c(c1)NC(=O)C(N1CCCC1)S2 (stereo not drawn) | 32 | 5
NCCOC12CC3CC(CC(C3)C1)C2 | · | -8
Cc1ccc(NC(=O)C2CCCN(C(=O)c3ccc(Cl)cc3)C2)c(C)c1 (stereo not drawn) | 0 | 27
CN1CCN(S(=O)(=O)c2cc([N+](=O)[O-])ccc2N2CCC(C(N)=O)CC2)CC1 | -1 | 2
O=C1CCCC2=C1C(c1cccs1)C1=C(N2)c2ccccc2C1=O (stereo not drawn) | 2 | 31
CS(=O)(=O)N1N=C(c2ccc(Cl)cc2)CC1c1ccco1 (stereo not drawn) | -7 | 7
CC(C)N(C)C(=O)C1CC(=O)N(c2ccccc2)C1 (stereo not drawn) | -4 | -3
CC(=O)Nc1ccc(NC(=O)C(C)Oc2ccccc2F)cc1 (stereo not drawn) | -3 | -1

(next part)
SMILES | Pf apPOL block | mHTT-CaM PPI inh
C=CCc1cccc2cc(C(=O)Nc3cc(C)ccc3C)c(=O)oc12 | -2 | 2
Cc1cccc(N2CCC(C(=O)Nc3ccc(F)cc3F)C2=O)c1C (stereo not drawn) | 1 | -6
CCSc1nnc(-c2nn(C)c3c2CN(C(=O)CC2CCCCC2)CC3)n1C | -8 | 0
COc1ccc(C(=O)Nc2nc3n(n2)C(c2ccccc2)C=C(c2ccccc2)N3)cc1 (stereo not drawn) | 0 | 61*
O=C(c1ccc(Br)o1)N1CCCCC1 | 0 | 4
Clc1ccccc1OCc1nc(-c2ccc(Br)cc2)no1 | 7 | -30
Cc1nccn1CCNC(=O)C(=O)Nc1cccnc1 | -1 | -8
O=C1CSC(c2cccc([N+](=O)[O-])c2)N1c1ccc(F)cc1F (stereo not drawn) | 0 | 8
Fc1ccc(-n2cc(-c3ccccc3)c3c(N4CCOCC4)ncnc32)cc1 | -3 | 11
Cc1ccc(CNC(=O)c2oc(=O)c3ccccc3c2-c2ccccc2)cc1 | -3 | -6
COc1ccc2c(Cl)c(C(=O)N3CCCCC3)sc2c1 | 0 | -1
COc1ccc(OC)c(S(=O)(=O)Nc2ccc(CN3CCN(C)CC3)cc2)c1 | 1 | -6
CCOC(=O)C(C)Oc1ccc2c(C)c(-c3ccc(OC)c(OC)c3)c(=O)oc2c1 (stereo not drawn) | -7 | -2
O=C(C1CCC1)N1CCCn2nc(-c3ccc(C(F)(F)F)cc3)cc2C1 | -12 | 7
CCOc1ccc(-c2[nH]nc3c2C(c2ccccc2F)C(C#N)=C(N)O3)cc1OC (stereo not drawn) | -6 | 10
Cc1ccc([N+](=O)[O-])cc1NS(=O)(=O)c1cccc(C(=O)Nc2cccc(C(=O)O)c2)c1 | 6 | 10
O=C(Cc1cccs1)N1CCC(Nc2ncnc3c2CCC3)CC1 | 0 | 6
CCc1cc2c(=O)c(Oc3ccccc3)c(C(F)(F)F)oc2cc1OC(C)=O | 0 | 3
CCCCN(CC)CCNC(=O)c1cn(C)c(=O)c2cc(OC)c(OC)cc12 | -5 | 2
COc1nc(NCCc2ccc(OC)c(OC)c2)nc(NC(C)(C)CO)n1 | 9 | 5
O=C(Nc1ccc(N2CCOCC2)cc1)c1ccccc1Br | 3 | -6
Cc1ccc(C(=O)NCCNc2ccc(Cl)cc2[N+](=O)[O-])o1 | -3 | 19
CN1CCN(CCOCCOc2ccc(C(C)(C)C)cc2Cl)CC1 | 0 | 23
COc1ccccc1NC(=O)c1csc(Cc2nc(-c3ccccc3)no2)n1 | -8 | -2
CCOc1cc(-c2nc(-c3ccccn3)no2)cc(OCC)c1OCC | -4 | 0
O=C1OC(Nc2nc3ccccc3s2)c2ccccc21 (stereo not drawn) | 2 | -4
Cc1cc2oc(=O)cc(CN3CCOCC3)c2cc1C | -9 | -4
Cc1cccc(-n2nc3c(c2NC(=O)c2ccc(OC(C)C)cc2)CS(=O)C3)c1C (stereo not drawn) | -22 | 19
O=C(NC1CCN(Cc2ccccc2)CC1)C1CC(=O)N(CCc2ccccc2)C1 (stereo not drawn) | -3 | 10
CCOC(=O)c1ccc(NC(=O)Cn2nc3c(cc2=O)CN(C(C)=O)CC3)cc1 | -2 | -8
FC(F)(F)c1cccc(-c2ncnn2-c2ccc(Br)nc2)c1 | -5 | 3
O=c1[nH]c2ccc(S(=O)(=O)Nc3ccc(Cl)cc3Cl)cc2s1 | -4 | 3
COc1cc(C(=O)Oc2cc(C)[nH]c(=O)c2[N+](=O)[O-])cc(OC)c1OC | -2 | 0
Cc1ccc(-c2nc(C)cc(OS(=O)(=O)c3ccc(C)cc3)n2)cc1 | -17 | ·
CC(C)CCNC(=O)c1cn(C2CCCC2)c(=O)c2c1c1ccccc1n2C | -2 | -5
CC(C)C(=O)Nc1ccc2c(c1)CN(Cc1ccc(Cl)cc1)C(=O)C(C)O2 (stereo not drawn) | -7 | 26
CCn1c(=O)c(-c2nc(-c3ccccc3)no2)c(O)c2ccccc21 | -6 | -3
CCOC(=O)c1oc2cc(OC(=O)c3ccco3)ccc2c(=O)c1-c1ccc(OC)c(OC)c1 | -8 | 8
COc1cc(CN2CCC(N3CCCCC3)CC2)c([N+](=O)[O-])cc1OC | -3 | -4
COc1cccc(CN2CCc3c(cc(C(=O)Nc4ccc(F)cc4C)n3C)C2)c1 | -6 | 65*
CCOC(=O)Oc1ccc2c(=O)c(Oc3ccccc3C(C)C)coc2c1 | -3 | -1
O=C(Nc1ccc(I)cc1)c1cnccn1 | 1 | 16
O=C(NCC(=O)N1CCN(c2ncccn2)CC1)c1c[nH]c2ccccc12 | -10 | -11
CCn1c(=O)c(C(=O)NCCN2CCCCC2)c(O)c2ccccc21 | -6 | 21
Cc1cc(Cl)ccc1OCCN1CCNCC1 | -1 | 6
CN(C)c1ccc(/C=C2/C=C(c3ccccc3)OC2=O)cc1 | 7 | 0
CCOc1ccc(NC(=O)NCCN2CCN(c3ccccc3F)CC2)cc1 | -3 | -15
COc1cc(C(=O)N2CCC3(CC2)NC(=O)c2ccccc2N3C)cc(OC)c1OC | 3 | 3
COc1cc(OC)cc(-c2nc3n(n2)C(c2ccc(Cl)cc2)C2=C(CCCC2=O)N3)c1 (stereo not drawn) | 0 | 45
CCC(C(=O)Nc1ccc(C)cc1C)c1ccccc1 (stereo not drawn) | 0 | -19
New compounds follow.
SMILES | Pf apPOL block | mHTT-CaM PPI inh
Cc1ccc(-n2c(SCc3ccccc3)nc3c(c2=O)SCC3)cc1 | -8 | -7
Cc1nn(Cc2ccccc2)c(C)c1NC(=O)CSc1n[nH]c(C)c1[N+](=O)[O-] | -1 | 5
O=C(CN(Cc1ccc(Cl)cc1)S(=O)(=O)c1ccccc1)N1CCCC1 | 14 | 5
Cc1ccc(NC(=O)C2CC(=O)OC23CCCCC3)c([N+](=O)[O-])c1 (stereo not drawn) | -9 | -1
COC[C@@H]1CCCN1c1ccc2c(c1)O[C@H](COCc1ccccc1)CN([C@@H](C)c1ccccc1)S2(=O)=O | 0 | -2
CCn1ccc2ccc(CCC(=O)N3CCN(c4ccccn4)CC3)cc21 | -3 | 30
O=C(Nc1ccc([N+](=O)[O-])cc1Cl)c1cccs1 | 1 | 6
COc1ccc(OCc2nc3ccccc3n2CC(=O)N(c2ccccc2)C(C)C)cc1 | -22 | 31
O=S(=O)(c1cccs1)N1CCN(c2nc3c(F)cc(F)cc3s2)CC1 | 1 | -4
O=C(Cn1nc(C(=O)N2CCCC2)c2ccccc21)N1CCCCC1 | -1 | -11
COc1cccc(-c2cc(CC(=O)Nc3cccnc3)no2)c1 | -9 | -2
Cc1cc(SCC(N)=O)nc2ccccc12 | -4 | -13
O=C(c1ccccc1)N1CCc2c(nc3cc[nH]n3c2=O)C1 | -1 | 2
Cc1ccc(C(=O)N2CCC(C(=O)NC3CCCCCC3)CC2)cc1 | -1 | 0
CCOC(=O)c1ccc2nc(NC(=O)c3cc(-c4ccc(OC)cc4)on3)sc2c1 | -10 | -2
CCC(=O)N1c2ccccc2NC2=C(C(=O)CC(C)(C)C2)C1c1ccc(C#N)cc1 (stereo not drawn) | -9 | 1
c1ccc2[nH]c(CSc3ncn[nH]3)nc2c1 | -4 | -1
O=C(NCCc1ccco1)c1cccc(C2CCCN(C(=O)Nc3ccccc3)C2)c1 (stereo not drawn) | 1 | 29
